# Compound activity as filed in PubChem.
# SDO1 yeast rescue: compounds rescuing growth of sdo1-depleted yeast, bone marrow failure model | S. cerevisiae sdo1-depleted JHY4D growth rescue, OD600 30 h; active compounds read high; pdr5 snq2 efflux-pump mutant strain | z-score at 10 µM | 140,000 tested, 0.21% active;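 active = z-score above 3 at both the 24 hr and the 30 hr optical density reads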;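 note: z-score against mean and SD of all compound wells on the same plate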
# Insulin prom inh: TRM-6 insulin promoter activity inhibition. TRM-6 cells (human fetal islet line), insulin promoter-eGFP reporter, imaging; reporter expression induced with tamoxifen. inhibition, % at 2 µM. 130,000 tested, 0.9% active. AID 1273;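 active = inhibition above the mean plus 3 SD, with well images judged a real hit on visual review, cut at about 60% in these data, passing the limit was not always enough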
# SDO1 yeast rescue Rescue 24 h: also measured in SDO1 yeast rescue; calls as there; z-score; S. cerevisiae sdo1-depleted JHY4D growth rescue, OD600; measured here: growth rescue at 24 h;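 0 is the plate mean of compound wells and units are plate SD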
# The depositor's hits bear a star; nt = no result given; & = joins results of further samples.
SMILES,SDO1 yeast rescue,SDO1 yeast rescue Rescue 24 h,Insulin prom inh
N#CCCN(C(=O)COC(=O)c1cccc(S(=O)(=O)Nc2ccc([N+](=O)[O-])cc2)c1)c1ccccc1,0.16,-0.18,69*
CC1(C(=O)O)Cc2ccccc2C(=O)O1 (stereo not given),0.46,-0.47,-57
CCOC(=O)c1cc2c(nc1C)-c1cc(Cl)cc(Cl)c1OC2O (stereo not given),nt,nt,-60
O=C1CC(c2ccc(F)cc2)Cc2nc(NCC3CCCO3)ncc21 (stereo not given),-0.47,-0.39,27
CCn1cc(C2=NOC(C(=O)Nc3c(C)nn(Cc4ccc(F)cc4)c3C)C2)c(C)n1 (stereo not given),-0.17,-0.96,nt
CCOC(=O)C1CCCN(C2CC(=O)N(c3cccc(C(F)(F)F)c3)C2=O)C1 (stereo not given),-0.85,-1.2,5
Clc1ccccc1-c1nn2c(Cn3cnc4ccccc43)nnc2s1,-0.69,-0.67,57
CCSc1ccccc1C(=O)Nc1cc(C)on1,1.3,0.89,-5
COc1ccc(C(=O)N/N=C/C(Br)=C/c2ccccc2)cc1,0.8,0.84,nt
O=C(c1ccc(F)cc1)C1CCN(C(=O)N2CCOCC2)CC1,1.3,1.4,nt
O=C(CC12CC3CC(CC(C3)C1)C2)NCO,-0.03,-0.16,nt
COc1ccc(-c2ccc(SCC(=O)NCc3ccco3)nn2)cc1,0.59,0.05,nt
COC(=O)c1ccccc1S(=O)(=O)N(CCCO)Cc1cc2c(C)ccc(C)c2[nH]c1=O,0.63,0.41,-137
CCOc1ccc(NC(=O)N(CC(C)C)CC(C)C)cc1,0.13,0.45,-17
COc1ccc(NC(C)=O)cc1NC(=O)CN1CCN(S(=O)(=O)c2ccc(C(C)C)cc2)CC1,0.3,-0.37,19
C=CCn1c(=O)/c(=C2/Sc3cc(OC)ccc3N2C)s/c1=C1\C(=O)N(CC)C(=S)N1C,nt,nt,-75
CCOc1ccc(-c2nnc(SCc3nnc(-c4ccccc4)o3)n2-c2ccccc2F)cc1,-0.97,-0.89,nt
O=C(c1ccc(Cl)cc1)c1cn[nH]c1-c1ccccc1O,-0.57,-1,31
O=c1c(Cc2ccccc2)c(O)nc2n1CCCS2,1.7,2.5,13
O=C(Nc1cccc(Cl)c1Cl)c1ccncc1,-0.21,0.25,21
CC1=Nc2ccccc2/C1=C/c1sc(=O)n(CC(=O)N2CCCC2)c1O,-0.83,-0.78,nt
Cc1ccc(NC(=O)c2cc(-c3ccco3)on2)cc1C,-0.59,-0.76,nt
CC(Sc1ccc2ccccc2n1)C(=O)O (stereo not given),1.6&2.1,0.79&1.3,26
Cc1ccc(/C=C/C(=O)NCc2ccco2)o1,-0.03,-0.76,-48
Cc1ccc(CNC(=O)NCc2ccccc2)cc1,nt,nt,47
O=C1CC(c2cccc([N+](=O)[O-])c2)c2ccc3ccccc3c2N1 (stereo not given),-1.5,-0.76,nt
COc1ccc(S(=O)(=O)N2CCC(N3CCN(c4ccccc4)CC3)CC2)cc1,0.44,0.02,-5
O=C(NCCc1ccccc1F)C(=O)Nc1nccs1,0.17,-0.18,0
CCCCCCCCC/C(=N\O)c1ccccn1,-1.9,-0.34,37
COC(=O)C1=NN(c2ccccc2)C2(S1)S/C(=C\c1ccccc1)C(=O)N2c1ccccc1 (stereo not given),0.05,0.18,30

# Of the compounds above, two contain a COOH group.
SMILES,SDO1 yeast rescue,SDO1 yeast rescue Rescue 24 h,Insulin prom inh
CC1(C(=O)O)Cc2ccccc2C(=O)O1 (stereo not given),0.46,-0.47,-57
CC(Sc1ccc2ccccc2n1)C(=O)O (stereo not given),1.6&2.1,0.79&1.3,26

# Entries of single compounds from above. Screens in order: SDO1 yeast rescue	SDO1 yeast rescue Rescue 24 h	Insulin prom inh
# Profile of C=CCn1c(=O)/c(=C2/Sc3cc(OC)ccc3N2C)s/c1=C1\C(=O)N(CC)C(=S)N1C : nt	nt	-75
# Profile of CCCCCCCCC/C(=N\O)c1ccccn1 : -1.9	-0.34	37

# The listing picks up, repeating the 4 entries before the break.
SMILES,SDO1 yeast rescue,SDO1 yeast rescue Rescue 24 h,Insulin prom inh
COc1ccc(S(=O)(=O)N2CCC(N3CCN(c4ccccc4)CC3)CC2)cc1,0.44,0.02,-5
O=C(NCCc1ccccc1F)C(=O)Nc1nccs1,0.17,-0.18,0
CCCCCCCCC/C(=N\O)c1ccccn1,-1.9,-0.34,37
COC(=O)C1=NN(c2ccccc2)C2(S1)S/C(=C\c1ccccc1)C(=O)N2c1ccccc1 (stereo not given),0.05,0.18,30
O=C(NCc1ccc(F)cc1)c1ccc(S(=O)(=O)Nc2cccc(C(F)(F)F)c2)cc1,0.72,-0.07,-34
CCSc1cc(C2C(C#N)=C(N)OC(C)=C2C(=O)OC)c(C)o1 (stereo not given),1.1,0.06,48
O=C(NC1CCN(Cc2ccccc2)CC1)C1CCCN(c2nnc(-n3cccc3)s2)C1 (stereo not given),0.18,0.4,20
O=c1c2ccc(Cl)cc2[nH]c(=S)n1Cc1cccnc1,-0.32,-0.5,-14
CC(C(=O)N1CCN(C=O)CC1)N1C(=O)c2ccccc2C1=O (stereo not given),1.4,1.2,8
O=S(=O)(Nc1nc2ccccc2nc1Nc1cccc(S(=O)(=O)N2CCCCC2)c1)c1ccccc1,-0.09,0.19,35
COc1ccc(NC(=S)Nc2ccccc2C(F)(F)F)cc1,nt,nt,-25
Cc1ccc(-c2noc(CCCN3C(=O)c4ccccc4C3=O)n2)cc1,0.36,-0.19,-38
CCn1c(NCc2cc(OC)ccc2OC)nc2ccccc21,0.23,-0.06,-64
Cn1c(=O)cc(OCC(=O)Nc2ccccn2)c2ccccc21,0.17,-0.4,-14
CCC12CN3CCN(CC(C3)/C1=N\NC(=O)c1ccc(Cl)cc1)C2,nt,nt,-70
Cc1ccc(S(=O)(=O)Oc2ccc(C)cc2/C=N/N=C2\NC(=O)C(C)S2)cc1 (stereo not given),-0.9,-0.88,79*
COCCn1nnnc1C(c1cccs1)N1CCN(c2nc3ccccc3s2)CC1 (stereo not given),-1.3,0.25,60
Cc1ccc(CNC(=O)/C=C/c2c(Cl)cccc2Cl)cc1,-0.04,1.1,5
O=C(c1ccccc1)N(c1ccccc1)C1C=CS(=O)(=O)C1 (stereo not given),-0.15,-1,nt
O=C(c1csc2c1CCCC2)N1CCN(c2ccccc2)CC1,-0.21,-0.14,nt
C#CCn1c(=NC(=O)c2ccc(Cl)s2)sc2cccc(OC)c21,-0.77,1.5,nt
CC(NC(=O)C1CCCN(S(=O)(=O)c2cnc[nH]2)C1)c1ccccc1 (stereo not given),0.94,-0.27,nt
Clc1cccc(Nc2c3c(nc4ncnn24)CCC3)c1,0.97,-0.13,nt
C=CCn1c(=O)/c(=C/c2ccc(F)cc2)s/c1=C(\C#N)c1nnc2n1CCCCC2,-1.9,-1.4,nt
O=C(NC1CCCCC1)C1CCN(c2nnnn2-c2ccccc2)CC1,0.27,-0.27,-8
COC(=O)c1cn(NC(=O)c2ccncc2)c(=O)c2ccccc12,2,1.6,16
CC(C)(C)c1ccccc1OCCOCCNCc1ccccc1,-0.71,-0.86,-69
C=CCn1c(COc2cccc(C)c2C)nnc1SCC(=O)N1CCN(c2ccccc2)CC1,-1,-0.8,nt
COc1ccc(N2CCN(Cc3nc(-c4ccc(Cl)cc4Cl)no3)CC2)cc1,-0.68,-0.57,-26
CCN(CCCNC(=O)CCn1c(=O)[nH]c2ccccc2c1=O)c1ccccc1,0.59,0.05,nt
C=CCOC(=O)C1=C(C)N=C2SCCC(=O)N2C1c1cccs1 (stereo not given),-1.8,-1.4,-9
S=C(NCCc1ccccc1)NC1CCCCCC1,-1.1,-1.7,-17
O=S1(=O)CCN(C(CO)c2ccccc2)CC1 (stereo not given),nt,nt,22
COc1cc(OC)cc(-c2cc(NC(C)=O)n[nH]2)c1,0.01,-0.91,nt
CCN(C(C)=O)c1nc(CSc2nnc(NC(C)C)s2)cs1,0.31,0.53,-9
C[C@H]1O[C@@H](O[C@H]2[C@@H](O)C[C@H](O[C@H]3[C@@H](O)C[C@H](O[C@H]4CC[C@@]5(C)[C@H](CC[C@@H]6[C@@H]5C[C@@H](O)[C@]5(C)[C@@H](C7=CC(=O)OC7)CC[C@]65O)C4)O[C@@H]3C)O[C@@H]2C)C[C@H](O)[C@@H]1O,1.2,0.39,100*
CCSc1nc2ccccc2c(=O)n1C1CCOC(C)(C)C1 (stereo not given),nt,nt,0
COc1ccc(OC)c(C(=O)c2ccccc2)c1,-0.08,0.02,81*
COc1ccc(OC)c(S(N)(=O)=O)c1,-0.05,-0.34,33
CCOC(=O)C1CCN(C(=O)c2ccc(Cl)c(Cl)c2)CC1,-0.95,-0.25,-248
CCN(CC)CCNC(=O)/C(=C/c1cn(CC)c2ccccc12)NC(=O)c1cc(OC)c(OC)c(OC)c1,nt,nt,33
COc1cc(CC(=O)NCc2ccccn2)cc(OC)c1OC,-0.02,-0.76,26
CN(Cc1ccccc1)C(=O)CNC(=O)Cn1cnc2ccccc2c1=O,0.39,0.06,10
O=C(c1ccc(Br)o1)N1CCN=C1SCc1cccc(F)c1,-0.81,-0.89,nt
O=C(CSc1ncn[nH]1)Nc1nc(-c2ccccc2)cs1,0.38,0.02,22
O=C(C1CCCO1)N(c1cccc(Cl)c1)C1C=CS(=O)(=O)C1 (stereo not given),0.63,0.83,nt
Cc1csc(C2=C(O)CN(c3ccc4c(c3)OCCOCCOCCOCCO4)C2=N)n1,1.1,0.52,0
O=C(O)c1ccc(CSc2nc3ccccc3o2)cc1,-0.34,-0.2,7
Cc1ccccc1Oc1cc(-n2ncc(Cl)c(Cl)c2=O)ncn1,-0.56,-0.5,-270

# Among those listed so far, three contain a cyano group:
SMILES,SDO1 yeast rescue,SDO1 yeast rescue Rescue 24 h,Insulin prom inh
N#CCCN(C(=O)COC(=O)c1cccc(S(=O)(=O)Nc2ccc([N+](=O)[O-])cc2)c1)c1ccccc1,0.16,-0.18,69*
CCSc1cc(C2C(C#N)=C(N)OC(C)=C2C(=O)OC)c(C)o1 (stereo not given),1.1,0.06,48
C=CCn1c(=O)/c(=C/c2ccc(F)cc2)s/c1=C(\C#N)c1nnc2n1CCCCC2,-1.9,-1.4,nt

# The results go on.
SMILES,SDO1 yeast rescue,SDO1 yeast rescue Rescue 24 h,Insulin prom inh
COc1ccc(OCCOC(=O)c2ccc(-n3cnnn3)cc2)cc1,1.2,1.5,31
O=C1c2ccccc2C(=O)N1OCCOCCOCCBr,0.81,0.13,-3
COc1ccc(NC(=O)C(NC(=O)CC2NC(=O)NC2=O)c2ccccc2)cc1 (stereo not given),1.5,2.2,0
O=C(CSc1ncn[nH]1)NCCOc1ccccc1,1.2,0.25,60
CC(C)CC(=O)N1CCC(O)(CS(=O)(=O)Cc2ccccc2Cl)CC1,0.57,0.06,-53
O=C(CCS(=O)(=O)c1ccc(Br)cc1)Nc1cc(F)ccc1F,-1.3,-0.59,7
CCc1nnc(NC(=O)CSc2nnc(CNc3cccc(Cl)c3)n2CC)s1,1.3,0.84,23
Nc1nonc1-n1nnc(C(=O)N/N=C/c2ccc(Br)cc2)c1CSC1=NCCS1,-1.8,-1.2,nt
Cc1ccc(NC(=O)C2CC(=O)N/C(=N/NC(=O)c3ccc(C)cc3)S2)cc1 (stereo not given),0.9,0.86,nt
Cc1cc(C)cc(NC(=S)N2CCN(c3ccc(F)cc3)CC2)c1,-0.44,-0.17,-26
CCNC(=O)NC(=O)CN(C)c1ccccc1,nt,nt,9
CCCCN(CC)CCCNC(=O)CC1Nc2ccccc2NC1=O (stereo not given),0.19,-0.7,6
CC(C)(C)Nc1c(-c2cccs2)nc2ccccn12,nt,nt,46
O=C1c2ccccc2CN1CCNS(=O)(=O)c1ccc2ccccc2c1,-0.88,-0.96,-33
COc1ccc2c(C)cc(N3CCOCC3)nc2c1,-0.06,-0.23,29
Cn1c(=O)cc(SCC(=O)N2CCN(C(=O)c3ccco3)CC2)c2ccccc21,0.12,-0.29,3
O=C(CC1Sc2ncnn2C1=O)Nc1ccc(Br)cc1 (stereo not given),-1.4,-1.7,nt
O=S(=O)(Nc1ccc(S(=O)(=O)N2CCCCC2)cc1)c1cccs1,0.71,0.54,3
CC1=C(C#N)C(NC(=O)c2ccccc2Cl)(C(F)(F)F)C(=O)N1 (stereo not given),-0.39,-1.9,-38
CC1(C)CC(=O)C(C2C3=C(CC(C)(C)CC3=O)Oc3ccccc32)=C(O)C1 (stereo not given),-1,-0.92,-47
CCC1N=C(SC)NC(C)=C1C(=O)c1ccccc1 (stereo not given),nt,nt,-6
COc1ccc(NC(=O)C(=O)NNC(=O)c2cccs2)cc1,0.83,0.58,nt
O=C(CC(Nc1ccccc1)c1ccc(F)cc1)c1ccccc1 (stereo not given),-1.1,-1.2,nt
O=C(O)COc1ccccc1C(Nc1ccccn1)c1cc(Cl)c2cccnc2c1O (stereo not given),0.33,-0.27,-32
CCc1c(C)sc(NC(=O)/C=C/c2ccc3c(c2)OCO3)c1C(=O)OC,-0.2,0.51,nt
COc1cc(Cc2nc3ccc(S(=O)(=O)N4CCOCC4)cc3[nH]2)cc(OC)c1OC,0.53,-0.57,-5
COc1ccc(C(=O)N/N=C/c2cn[nH]c2-c2ccc(OC)cc2OC)cc1,-0.01,-0.88,66*
Cc1cc(C)n2nc(SCc3nnc(SCCCCl)o3)nc2n1,0.33,0.28,nt
CC(=O)c1c(NCCc2ccccc2)cc(C)oc1=O,0.71,0.82,-85
O=C(NCCN1CCOCC1)Nc1ccccc1,0.66,0.46,nt
Cc1nn(-c2cccc(C(F)(F)F)c2)c(Cl)c1/C=N/Nc1cccc(C(=O)O)c1,-1.7,-1.3,15
C=C(Cl)COc1ccc2c(C)cc(=O)oc2c1,0.34,0.27,8

# This is a subset, so the mix of outcomes need not match the whole.
